From PubChem BioAssay
Gli-Sufu antag: blocks Gli-Sufu signaling in a luciferase reporter | hit rate 0.74% among 340,000 | inhibition, % at 5 µM | Sufu-KO-LIGHT fibroblasts, Gli luciferase reporter luminescence;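 active = inhibition above about 55%, limit read from the data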;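 note: 0% = DMSO-treated cells and 100% = wells with medium but no cells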
Jurkat NFkB inh: lowers PMA/ionomycin-induced NF-kB signal in Jurkat cells; PMA/ionomycin-induced NF-kB luciferase reporter, luminescence; inhibition, % at 4 µM; hit rate 0.53% among 330,000; in the data active = inhibition above about 50%
APJ antag: antagonists of human APJ apelin receptor; P35414; CHO-K1 APJ beta-arrestin complementation, luminescence; inhibition, % at 20 µM; hit rate 0.32% among 330,000; AID 2521;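 active = inhibition above about 40% at 20 µM, limit read from the data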;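 note: cells challenged with 10 nM apelin-13 agonist together with compound; plate controls were apelin-13 plus DMSO wells for no effect and DMSO wells lacking apelin-13 for full effect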
CCR6 antag: antagonists of human CCR6 receptor. inhibition, % at 20 µM. hit rate 0.49% among 340,000. CHO-K1 CCR6 PathHunter beta-arrestin, luminescence, CCL20-stimulated. P51684;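 active = compounds whose inhibition of the agonist-driven luminescence signal at 20 µM reaches about 50%, limit read from the data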;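 note: cells stimulated with CCL20 at 14 nM final; plate controls were DMSO with CCL20 for no effect and DMSO without agonist for full effect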
Target sequence (P51684 whole entry, looked up): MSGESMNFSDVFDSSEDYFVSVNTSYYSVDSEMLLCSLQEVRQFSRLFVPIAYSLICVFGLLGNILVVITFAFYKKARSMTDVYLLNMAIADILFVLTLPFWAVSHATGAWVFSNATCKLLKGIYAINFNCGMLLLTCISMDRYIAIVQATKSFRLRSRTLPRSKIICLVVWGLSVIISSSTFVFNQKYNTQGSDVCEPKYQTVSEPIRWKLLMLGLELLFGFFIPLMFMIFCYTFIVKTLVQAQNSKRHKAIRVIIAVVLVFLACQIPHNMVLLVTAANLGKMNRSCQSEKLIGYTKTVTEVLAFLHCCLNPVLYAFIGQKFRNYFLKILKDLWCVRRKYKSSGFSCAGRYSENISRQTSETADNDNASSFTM
CXCR6 block: CXCR6 (human) receptor inhibition; CHO-K1 PathHunter CXCR6 beta-arrestin, luminescence; inhibition, % at 20 µM; AID 602244; O00574; hit rate 0.36% among 360,000; in the data active = inhibition above about 34%, passing the limit was not always enough;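 note: antagonist mode with CXCL16 agonist at 10 nM final; 0% = 10 nM CXCL16 with DMSO and 100% = unstimulated wells without agonist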
Target sequence (O00574 whole entry, looked up): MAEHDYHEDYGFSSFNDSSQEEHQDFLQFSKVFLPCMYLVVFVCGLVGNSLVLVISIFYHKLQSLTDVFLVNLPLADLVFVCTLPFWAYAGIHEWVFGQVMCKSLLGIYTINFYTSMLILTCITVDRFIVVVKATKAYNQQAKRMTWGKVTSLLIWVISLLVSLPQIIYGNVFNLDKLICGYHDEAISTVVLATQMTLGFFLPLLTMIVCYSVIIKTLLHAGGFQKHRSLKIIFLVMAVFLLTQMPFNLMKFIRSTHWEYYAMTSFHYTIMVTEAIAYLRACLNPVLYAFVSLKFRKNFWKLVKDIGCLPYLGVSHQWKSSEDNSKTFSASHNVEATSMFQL
697 NFkB inh: inhibitors of the PMA/ionomycin-induced NF-kB reporter in 697 B cells; 697 B-cell NF-kB luciferase reporter, 16 h; inhibition, % at 4 µM; hit rate 0.33% among 330,000; AID 435022; in the data active = inhibition above about 35%
UBC13 polyUb: human UBC13 polyubiquitination inhibition | UBC13 polyubiquitin chain formation, TR-FRET | P61088 | AID 485273 | hit rate 0.47% among 330,000 | inhibition, % at 20 µM; in the data active = inhibition above about 45%, passing the limit was not always enough
EBI2 block: blocks human EBI2 receptor beta-arrestin signaling | P32249 | EBI2 beta-arrestin recruitment, luminescence, 7a,25-OHC stimulated | inhibition, % at 5 µM | hit rate 0.81% among 360,000; in the data active = inhibition above about 38%;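 note: enzyme fragment complementation signal reports receptor beta-arrestin coupling in cells; 0% = agonist plus DMSO wells and 100% = wells without agonist; some results beyond the cut were filed as inactive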
Target sequence (P32249 whole entry, looked up, the tested form may be a part): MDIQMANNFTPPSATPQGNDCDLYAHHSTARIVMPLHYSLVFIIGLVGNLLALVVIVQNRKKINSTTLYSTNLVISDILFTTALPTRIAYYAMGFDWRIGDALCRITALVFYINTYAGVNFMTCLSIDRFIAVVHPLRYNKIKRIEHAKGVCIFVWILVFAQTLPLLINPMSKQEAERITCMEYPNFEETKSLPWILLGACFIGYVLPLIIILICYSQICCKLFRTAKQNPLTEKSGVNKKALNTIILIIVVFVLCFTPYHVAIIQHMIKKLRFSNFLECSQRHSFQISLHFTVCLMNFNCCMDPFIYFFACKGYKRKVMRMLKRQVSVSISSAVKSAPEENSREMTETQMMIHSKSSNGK
An asterisk follows results filed as active; / = not tested or not shown.

SMILES | Gli-Sufu antag | Jurkat NFkB inh | APJ antag | CCR6 antag | CXCR6 block | 697 NFkB inh | UBC13 polyUb | EBI2 block
CCN(CC)S(=O)(=O)c1cccc(C(=O)OCC(=O)NCc2ccccc2OC)c1 | 4 | 5 | 20 | 0 | 2 | -3 | 0 | -4
CCC1(c2ccccc2)NC(=O)N(CC(=O)Nc2cc(Cl)ccc2N2CCN(C)CC2)C1=O (stereo not drawn) | -1 | -6 | 20 | -2 | 0 | 7 | 87* | -7
C/C(=N\O)C(C)(C)Nc1ccccc1F | 96* | -1 | 15 | 2 | -4 | 4 | 4 | -3
O=C1CN(C(=O)c2ccco2)C(c2ccc(F)cc2)c2cc(Cl)ccc2N1 (stereo not drawn) | 2 | -6 | 1 | -3 | 8 | 11 | -6 | 5
CCCCc1nc2cc(C(=O)N3CCN(c4nc(C)cnc4C)CC3)ccc2o1 | -12 | -44 | 14 | 3 | 4 | -70 | 0 | -6
CC(=O)NC1C(O)OC(CO)C(O)C1O (stereo not drawn) | 1 | 1 | 0 | 3 | 8 | 17 | 9 | -1
COC(=O)c1sc2ccccc2c1C(=O)OC | 1 | / | / | -11 | -7 | / | / | -7
Cn1c(SCc2nc3ccccc3s2)nnc1-c1ccc2c(c1)OCO2 | -3 | -11 | 27 | 1 | -5 | -15 | -12 | 8
COc1ccc(Cc2noc(CN3CCN(Cc4cccc(Cl)c4)CC3)n2)cc1OC | 26 | 26 | 10 | 20 | -2 | 0 | 6 | 9
O=C(NNC(=O)c1cc(Br)ccc1Cl)c1csc(N2CCOCC2)n1 | -1 | 9 | -1 | 10 | -6 | 11 | 4 | 6

4 entries out of the list above, sorted by their value in CXCR6 block, largest number first:
| Structure | CXCR6 block |
| --- | --- |
| CCCCc1nc2cc(C(=O)N3CCN(c4nc(C)cnc4C)CC3)ccc2o1 | 4 |
| CCC1(c2ccccc2)NC(=O)N(CC(=O)Nc2cc(Cl)ccc2N2CCN(C)CC2)C1=O (stereo not drawn) | 0 |
| COc1ccc(Cc2noc(CN3CCN(Cc4cccc(Cl)c4)CC3)n2)cc1OC | -2 |
| Cn1c(SCc2nc3ccccc3s2)nnc1-c1ccc2c(c1)OCO2 | -5 |

Later entries:
SMILES | Gli-Sufu antag | Jurkat NFkB inh | APJ antag | CCR6 antag | CXCR6 block | 697 NFkB inh | UBC13 polyUb | EBI2 block
Cc1cccc(OCC(=O)N/N=C/c2ccccc2C(=O)O)c1 | 4 | -15 | 11 | -3 | 6 | 18 | -1 | -12
CCCCOc1ccccc1NC(=O)c1ccco1 | -7 | 17 | 8 | 5 | 0 | 8 | 11 | -19
Cc1ccc2c(c1)COc1c3ccc(C(=O)N4CCCCC4)cc3nn1-2 | -43 | -58 | -6 | 4 | 4 | -82 | 1 | -1
CC(C)N1CCc2c(sc(NC(=O)c3ccc4ccccc4c3)c2C(N)=O)C1 | 21 | -17 | 13 | 17 | 12 | -48 | 23 | -6
FC(F)(F)c1ccc(-c2nc(=S)[nH][nH]2)cc1 | -8 | 2 | 0 | -16 | -9 | 7 | 2 | -17
O=C(c1ccco1)N1CCCN(Cc2nc(-c3ccc4c(c3)OCO4)no2)CC1 | -9 | -2 | 8 | 4 | 3 | 15 | 6 | -4
O=C(O)CSCCC(=O)Nc1ccc(F)cc1 | -2 | 5 | -9 | 9 | -6 | 9 | 3 | -10
Cc1cc(C)c(S(=O)(=O)Nc2cccc(S(=O)(=O)NC3=NCCC3)c2)c(C)c1 | -6 | 5 | -15 | -1 | -9 | 2 | 0 | 0
O=C(O)CC1(CC(=O)Nc2ccc3ccccc3c2)CCCCC1 | 0 | 16 | -1 | -8 | 4 | 5 | 16 | 2
Cc1cc(OC(C)C(=O)NCCCn2ccnc2)c2c(C)c(C)c(=O)oc2c1 (stereo not drawn) | 3 | 1 | 28 | -2 | 7 | 25 | 16 | -3
OC(CN1CCN(c2ccccc2)CC1)c1c[nH]c2ccccc12 (stereo not drawn) | 1 | -11 | -11 | 4 | -2 | -6 | -1 | 7
COc1ccc(C2=CN3CCCCC3CC2=O)cc1OC (stereo not drawn) | 6 | 15 | 7 | 1 | 2 | -9 | -2 | -17
N#CC1=C(S)N(c2ccccc2)C(c2ccco2)NC1=O (stereo not drawn) | 0 | 0 | -10 | -3 | -6 | 4 | -4 | -3
COc1cc(F)c(C(=O)NC(C)(C)CO)cc1OC | -5 | -8 | -5 | 2 | -4 | 4 | -1 | -20
COc1ccccc1C(=O)NC(=O)COC(=O)c1nccnc1N | -1 | -13 | 5 | 3 | 3 | 6 | 18 | 4
CSc1ccc(S(=O)(=O)N2CCC(C(=O)NC3CC3)CC2)cc1 | -1 | 16 | 7 | 9 | -6 | 5 | 8 | -10
CC#CC[N+](C)(C)CC(=O)c1ccccc1 | 4 | 6 | 15 | 15 | -4 | 1 | 1 | -3
O=C(COC(=O)c1cc(-c2ccccn2)nc2ccccc12)Nc1ncc(C(F)(F)F)cc1Cl | 1 | -10 | -12 | 2 | 5 | -6 | -7 | 8
CCOc1ccccc1N1CC(C(=O)Nc2ccccc2N2CCOCC2)CC1=O (stereo not drawn) | -7 | -21 | 1 | -1 | -3 | -43 | -14 | -3
C=CCSC1=N/C(=C\c2ccsc2)C(=O)S1 | 25 | 14 | 13 | 23 | 4 | 15 | -5 | 0
COc1ccc(-c2nnnn2C)cc1S(=O)(=O)NCc1ccccc1 | -6 | 5 | -9 | 3 | -2 | -3 | -3 | -15
O=C(CCC(=O)Nc1ccc(F)cc1)N/N=C/c1ccccc1 | -3 | -5 | -15 | 4 | -3 | 14 | 4 | 0
CCOC(=O)C1=C(c2cccc(Oc3ccccc3)c2)NC(=S)NC1C (stereo not drawn) | 7 | 10 | -5 | 13 | 2 | -13 | 9 | 6
Cc1ccccc1N(C)C(=O)c1coc(=O)c2ccccc12 | 0 | -3 | -12 | -3 | 1 | 5 | -4 | 1
Cc1ccsc1C(=O)N(C)CC(=O)N(CC(C)C)c1c(N)n(CC(C)C)c(=O)[nH]c1=O | -12 | 2 | 19 | 9 | -9 | 10 | -3 | 2
Cc1nc2c(O)c3c(c(O)c2nc1C)C1C=CC3CC1 | 4 | / | / | 14 | -10 | / | / | -22
Cc1ccc2nc(N(CCCN(C)C)C(=O)CCc3ccccc3)sc2c1 | 24 | / | / | 12 | 5 | / | / | -10
O=C(N/N=C/c1c[nH]c2ccccc12)C1CC1(c1ccccc1)c1ccccc1 (stereo not drawn) | -16 | 17 | 12 | -12 | -5 | 17 | 4 | 3
CCc1ccc(NC(=O)c2cc(C)on2)cc1 | -55 | -145 | 0 | -1 | 5 | -119 | 1 | -20
Cc1ccc(C)c(-n2c(C)cc(/C=N/NC(=O)c3c(C)nc4cc(C)ccn34)c2C)c1 | 4 | 7 | -14 | 21 | 16 | 4 | -6 | 14
CC1CCCN(C(=O)c2cc(-c3ccco3)nc3ccccc23)C1 (stereo not drawn) | -4 | 9 | 5 | 13 | 2 | 5 | 21 | 19
COc1cc2ccccc2cc1C(=O)Nc1ccc2oc(=O)ccc2c1 | -8 | -12 | 17 | -4 | 2 | -11 | 0 | -10
COc1ccc(CCN(C)CC(O)COc2c(C)ccc(C)c2C)cc1OC (stereo not drawn) | 8 | -20 | 9 | 12 | 8 | -5 | 4 | -3
COc1ccccc1C(=O)NCCC(=O)NCC(c1ccccc1)N(C)C (stereo not drawn) | -6 | -6 | -10 | 6 | 10 | 10 | -2 | 0
COc1ccccc1N1CCN(C(=O)c2ccc(C(C)(C)C)cc2)CC1 | -6 | -1 | -14 | -11 | -3 | -23 | -5 | 34
CC(=O)c1ccc(NC(=O)NC2CCCc3ccccc32)cc1 (stereo not drawn) | 1 | 45 | -4 | -1 | -8 | -13 | 0 | 3
O=C(Nc1nnc(-c2ccncc2)o1)c1ccccc1F | 39 | -13 | -6 | -10 | -14 | 24 | 5 | -4
CN(C)c1nc(N)nc(Cn2nnc(-c3ccc(C(F)(F)F)cc3)n2)n1 | / | 5 | -4 | 9 | 2 | -17 | 4 | -2
CN(C)c1ccc(C(=O)N2CCCC(CCC(=O)N3CCN(c4ccccn4)CC3)C2)cc1 (stereo not drawn) | 24 | 9 | 3 | 5 | 2 | -11 | -5 | 9
CCC(C)Cn1cnc2c(Sc3c([N+](=O)[O-])ncn3C)nc(N)nc21 (stereo not drawn) | -12 | / | / | 5 | -4 | / | / | -2
Clc1ccc2[nH]c3c(c2c1)CNCC3 | 8 | 28 | 2 | 5 | -15 | 3 | 10 | -8
C[C@H](CO)N1C[C@H](C)[C@@H](CN(C)C(=O)Nc2ccc(C(F)(F)F)cc2)Oc2c(cccc2N(C)C)C1=O | 4 | 6 | -4 | 5 | 2 | -17 | 8 | -6
Nc1nc2ccc(OC(F)(F)F)cc2s1 | -27 | -15 | 2 | 2 | -3 | -15 | 3 | -3
O=C(CN1C(=O)C2(OCCCO2)c2ccccc21)NCc1ccccc1 | 12 | 16 | 17 | -2 | 1 | 14 | 3 | -7
CCCn1c(=S)[nH]c2cc(OC)c(OC)cc2c1=O | 1 | 5 | -26 | 1 | -7 | -20 | 6 | 9
CC(=O)Nc1ccc(S(=O)(=O)NC2CC(=O)N(c3ccc(C)cc3)C2)cc1 (stereo not drawn) | 3 | 7 | 11 | 13 | 5 | 6 | 0 | -2
CC(C)CC(=O)/C(=C/c1ccc(N(C)C)cc1)n1cncn1 | 5 | 8 | 7 | 12 | 3 | 1 | -10 | -3
O=C(O/N=C1/CCSc2ccccc21)c1ccc(F)cc1 | 8 | -5 | -17 | 11 | -4 | 4 | 18 | -7
Cc1onc(-c2ccccc2Cl)c1C(=O)OCN1C(=O)c2ccccc2C1=O | 4 | -15 | -23 | 6 | -6 | -1 | 0 | 9
COc1ccccc1N1CCN(C(=O)c2oc3ccc(F)cc3c2C)CC1 | 4 | 22 | -17 | 11 | -6 | -9 | -6 | 27

Records listed so far marked active in UBC13 polyUb:
structure | Jurkat NFkB inh | APJ antag | CCR6 antag | CXCR6 block | 697 NFkB inh | UBC13 polyUb | EBI2 block
CCC1(c2ccccc2)NC(=O)N(CC(=O)Nc2cc(Cl)ccc2N2CCN(C)CC2)C1=O (stereo not drawn) | -6 | 20 | -2 | 0 | 7 | 87* | -7

Next part
SMILES | Gli-Sufu antag | Jurkat NFkB inh | APJ antag | CCR6 antag | CXCR6 block | 697 NFkB inh | UBC13 polyUb | EBI2 block
O=c1nc2scc(-c3ccccc3)n2c2ccccc12 | 16 | -12 | -15 | -5 | 9 | -15 | -11 | 10
O=C(CN1CCN(CC(=O)Nc2ccc(F)cc2)CC1)NCC1(N2CCOCC2)CCCCC1 | 20 | 12 | 3 | 0 | -1 | 28 | 2 | -1
COc1cc(Cl)ccc1OCc1cc(C(=O)NCc2cc(C(C)C)no2)no1 | -23 | -84 | 4 | 7 | -3 | -111 | 4 | -2
O=C(Nc1sc2c(c1C(=O)NCc1ccco1)CCCC2)c1ccc2c(c1)OCO2 | -33 | -124 | 9 | -8 | 9 | -75 | 14 | 16
NCCNC(=O)Cc1cccc(NC(=O)Cc2ccc(Nc3ncnc4c3ncn4[C@@H]3O[C@H](CO)[C@@H](O)[C@H]3O)cc2)c1 | 2 | 9 | 13 | 11 | -4 | -16 | -15 | -11
CC(=O)Nc1ccc2nc(N)sc2c1 | -12 | / | / | 0 | -1 | / | / | -2
Cc1ccc(SCc2ccc(C(=O)Nc3cccc([N+](=O)[O-])c3C)cc2)cc1 | -7 | 7 | -2 | 10 | 4 | -32 | -13 | 27
CCn1cc(C(=O)N(CCCN2CCOCC2)Cc2ccco2)c(=O)c2ccc(C)nc21 | -1 | 9 | 0 | 12 | 1 | 18 | -5 | -3
O=C(CCC(=O)n1ncc2ccccc21)NCc1ccccc1Cl | -14 | -5 | 4 | 3 | -5 | 10 | -4 | -8
c1ccc([C@H]2CN3CCSC3=N2)cc1 | 4 | 7 | 10 | 5 | 2 | -1 | 1 | -8
CC(NC(=O)CSc1nc2ccccc2c(=O)[nH]1)c1ccccc1 (stereo not drawn) | 4 | 0 | 7 | 2 | 3 | 10 | -2 | -5
CCCCN(CC)CCNC(=O)c1cc2cc3ccc(Cl)cc3nc2o1 | 1 | -8 | 15 | 10 | 2 | 3 | 12 | -2
COc1cc2c(O)cc(C(=O)O)c(-c3cc(OC)c(OC)c(OC)c3)c2cc1OC | -3 | / | / | -6 | 0 | / | / | -2
